Assay outcomes as filed in PubChem.
SIRT5 block = blocks human SIRT5 desuccinylation of peptide | Q9NXA8 | Purified SirT5, succinyl-peptide AMC, trypsin-coupled fluorescence | inhibition, % at 15 µM | 330,000 compounds, 1.1% hits | AID 652115; in the data active = inhibition above about 15%
Target sequence (Q9NXA8 whole entry, looked up): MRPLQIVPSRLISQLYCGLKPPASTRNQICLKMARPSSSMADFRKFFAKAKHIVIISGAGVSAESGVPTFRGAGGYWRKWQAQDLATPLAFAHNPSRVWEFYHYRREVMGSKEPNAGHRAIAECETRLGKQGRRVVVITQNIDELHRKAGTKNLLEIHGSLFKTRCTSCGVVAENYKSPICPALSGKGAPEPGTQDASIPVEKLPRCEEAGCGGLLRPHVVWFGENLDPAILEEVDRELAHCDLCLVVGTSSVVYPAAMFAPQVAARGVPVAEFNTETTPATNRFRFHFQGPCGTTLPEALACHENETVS
FN deposit inh = fibronectin deposition inhibition. AH1F fibroblasts, Alexa488-fibronectin deposition fluorescence, overnight. inhibition, % at 12.6 µM. 350,000 compounds, 0.086% hits. AID 743247;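 active = mean inhibition across replicates of 30% or more, regardless of how many single replicates reach that level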;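 also: positive control wells lacked labelled fibronectin entirely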
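test system = AH1F fibroblasts assembling fluorescent fibronectin matrix | quantity = 10000 AH1F cells per well | buffer or medium = DMEM plus 2% serum, read in PBS | doses = single dose, pinned | incubation = 1 h cell attachment, overnight exposure to compound and label | detection = fluorescence at 485 nm excitation, 525 nm emission | read-out basis = inhibition from reduced deposited-fibronectin fluorescence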
esBAF inh = SWI/SNF esBAF complex inhibition; 350,000 compounds, 2% hits; reporter increase, % at 12.5 µM; AID 602393; mouse ES cells, Bmi1-luciferase knock-in reporter, 24 h; 100% = twice the neutral-well signal; in the data active = activation above about 40%;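 also: 0% = median of the plate's neutral control wells and 100% = double that signal; a rise in the Bmi1 reporter signal indicates esBAF inhibition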
Casp6 inh = blocks human caspase-6 cleavage activity; P55212; purified caspase-6, Z-VEID-R110 cleavage fluorescence; inhibition, % at 12.5 µM; 350,000 compounds, 0.53% hits;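 active = mean inhibition across replicates at least about 35%, with every replicate also reaching that limit, limit read from the data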;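 also: 0% = median of neutral control wells and 100% = no fluorescence left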
Target sequence (P55212 24-179 limits assumed): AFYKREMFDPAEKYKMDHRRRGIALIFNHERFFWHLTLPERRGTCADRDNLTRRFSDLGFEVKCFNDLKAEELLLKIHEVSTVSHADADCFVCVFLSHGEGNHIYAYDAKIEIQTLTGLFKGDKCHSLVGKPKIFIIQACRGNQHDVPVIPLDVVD
Target sequence (P55212 194-293 limits assumed): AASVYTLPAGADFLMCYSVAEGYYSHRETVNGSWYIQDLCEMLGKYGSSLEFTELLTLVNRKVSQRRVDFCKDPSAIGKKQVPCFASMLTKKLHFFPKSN
S100A4 inh HTS = inhibitors of human S100A4 binding to myosin IIA peptide | P26447 | S100A4/TAMRA-MyoIIA peptide fluorescence polarization | inhibition, % at 10.7 µM | 360,000 compounds, 0.14% hits;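 active = mean inhibition of at least 70% across replicates, with every replicate also reaching that level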
Target sequence (P26447 whole entry, looked up): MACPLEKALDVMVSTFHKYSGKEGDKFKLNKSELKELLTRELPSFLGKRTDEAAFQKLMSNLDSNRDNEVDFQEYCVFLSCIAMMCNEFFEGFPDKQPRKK
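Assay system: human S100A4 monomer with TAMRA-labelled myosin IIA peptide / Buffer or medium: Calcium-containing HEPES buffer, pH 7.2 / Reagent: TAMRA-labelled myosin IIA heavy-chain peptide probe, 5 nM / Compound: one dose per compound / Timing: polarization read 5 min after assay mix addition, stable 5–60 min / Benchmarks: neutral control DMSO, positive control TFP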
LGR2 antag = blocks bursicon-induced cAMP signaling via Drosophila LGR2; HEK293 LGR2, CRE-luciferase, bursicon-stimulated, 4 h; 380,000 compounds, 0.35% hits; inhibition, % at 9.99 µM;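 active = drop in luminescence signal, shown as inhibition above about 50% in the replicate tests, limit read from the data, passing the limit was not always enough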;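 also: agonist challenge used bursicon conditioned medium at about half maximal strength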
Statin myotox sup = suppressors of simvastatin-induced myotoxicity in C2C12 myotubes | ATP luminescence, 48 h; scaled: DMSO 0, geranylgeraniol control 100 | rescue of ATP level, % at 7.49 µM | 330,000 compounds, 0.78% hits;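 active = mean ATP rescue above about 67%, or every replicate alone reaching that limit, limit read from the data, passing the limit was not always enough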;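 also: myotubes were challenged with 10 µM simvastatin during compound exposure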
* marks the source's active call; other numbers are inactive results; . = not tested or not shown; & = joins results of further samples. Some of the compounds tested (hit frequency here may not be typical).

Compound	SIRT5 block	FN deposit inh	esBAF inh	Casp6 inh	S100A4 inh HTS	LGR2 antag	Statin myotox sup
Cc1ccc2nc(-c3ccc(-c4ccccn4)s3)cn2c1	.	5	10	0	-9	-62	-11
Cc1ccc(-n2cccc2C(=O)NS(=O)(=O)c2ccc(C)cc2)cc1	-2	-2	2	9	-11	2	-47
COC(=O)c1ccc(N)c(CS(=O)(=O)c2ccc(Cl)cc2)c1	-8	0	3	0	-1	2	0
COc1ccc(C=C(C#N)C(=O)c2ccccc2)cc1	.	3	.	0	1	-35	.
O=C(NCCc1ccccn1)c1ccc(OC(F)F)cc1	-1	-10	-10	-1	4	17	9
Nc1n[nH]c(N)c1N=Nc1cccc(C(F)(F)F)c1	-1	3	51*	1	-3	-77	-7
Cc1cc(CSCc2ccc(Cl)cc2)no1	-3	-2	-10	-4	-2	0	-5
CC1(C)CC2CC(C)(CN2S(=O)(=O)c2cccc(C(=O)OCC(N)=O)c2)C1 (stereo not drawn)	-1	-6	-3	3	-1	-6	2
Cc1ccc(N2CC(C(=O)NCc3n[nH]c(=O)c4ccccc34)CC2=O)cc1C (stereo not drawn)	-2	2	.	3	3	3	-19
CCOC(=O)N1CCN(C(=O)CSCC(=O)Nc2nc(-c3ccc(OC)cc3)cs2)CC1	.	8	36	.	.	.	-1
O=C(Nc1ccc2ccccc2n1)c1ccccc1Br	-3	8	52*	3	-4	-64	7
CCc1nn(CC(=O)NCCN2CCN(C)CC2)c(=O)c2cc3c(OC)cccc3n12	-38	22	3	-13	4	13	20
O=C(Nc1cccc(F)c1)/C(=C\c1ccco1)NC(=O)c1ccco1	-9	-7	-7	3	-15	0	4
O=C(NCCCn1ccnc1)C(=O)c1c[nH]c2ccccc12	-1	-3	-7	3	-1	15	5
COc1ccc(NC(=O)N(C)C[C@@H]2Oc3cc(-c4cccc(C(=O)N(C)C)c4)ccc3S(=O)(=O)N([C@@H](C)CO)C[C@@H]2C)cc1	2	.	9	-2	-8	4	-5
CC(C)(C)SCCNS(=O)(=O)c1ccccc1	11	.	4	1	4	4	-1

A second format for some results above:
> Cc1cc(CSCc2ccc(Cl)cc2)no1
  SIRT5 block: -3 | FN deposit inh: -2 | esBAF inh: -10 | Casp6 inh: -4 | S100A4 inh HTS: -2 | LGR2 antag: 0 | Statin myotox sup: -5
> CC1(C)CC2CC(C)(CN2S(=O)(=O)c2cccc(C(=O)OCC(N)=O)c2)C1 (stereo not drawn)
  SIRT5 block: -1 | FN deposit inh: -6 | esBAF inh: -3 | Casp6 inh: 3 | S100A4 inh HTS: -1 | LGR2 antag: -6 | Statin myotox sup: 2
> Cc1ccc(N2CC(C(=O)NCc3n[nH]c(=O)c4ccccc34)CC2=O)cc1C (stereo not drawn)
  SIRT5 block: -2 | FN deposit inh: 2 | esBAF inh: . | Casp6 inh: 3 | S100A4 inh HTS: 3 | LGR2 antag: 3 | Statin myotox sup: -19
> CCOC(=O)N1CCN(C(=O)CSCC(=O)Nc2nc(-c3ccc(OC)cc3)cs2)CC1
  SIRT5 block: . | FN deposit inh: 8 | esBAF inh: 36 | Casp6 inh: . | S100A4 inh HTS: . | LGR2 antag: . | Statin myotox sup: -1

Continuation:
Compound	SIRT5 block	FN deposit inh	esBAF inh	Casp6 inh	S100A4 inh HTS	LGR2 antag	Statin myotox sup
O=C(NCc1ccccc1)[C@H]1CCCN1C(=O)[C@H]1CCCN1C(=O)N1CCCCC1	.	2	.	5	-4	1	.
Cc1ccc(NC(=O)CCc2nnc3ccc(NCc4ccco4)nn23)cc1	-4	0	13	0	-12	10	-2
COC(=O)c1[nH]c(C)c(/C(O)=C2\C(=O)C(=O)N(CCN(C)C)C2c2cccs2)c1C (stereo not drawn)	.	4	-6	.	.	.	-13
CS(=O)(=O)Oc1ccccc1/C=C1/N=C(c2ccc(F)cc2)OC1=O	-1	-3	.	2	2	-13	.
O=C(NCc1ccco1)c1cc(-c2ccccn2)nc2ccccc12	.	4	-10	.	.	.	0
COc1ccc(S(=O)(=O)NC2CC(=O)N(c3ccc(C)c(C)c3)C2)cc1C (stereo not drawn)	-2	11	.	6	2	2	.
COc1ccc(NC(=O)Cn2c(=O)n(Cc3ccco3)c(=O)c3ccccc32)cc1	.	-3	6	.	.	.	2
Cn1c(SCC(=O)C(C)(C)C)nnc1-c1ccncc1	.	-4	-1	.	.	3	-3
COc1ccccc1NC(=O)/C(=N/OCc1ccc(F)cc1)C(C)=O	2	-3	8	-2	-6	-4	3
C[C@H]1CN([C@@H](C)CO)C(=O)c2c(c3ccccc3n2C)-c2ccccc2CO[C@@H]1CN(C)S(C)(=O)=O	-3	5	-5	-3	6	11	.
CO[C@H]1CN(C)C(=O)c2cc(NS(=O)(=O)c3ccc(-c4ccccc4)cc3)ccc2OC[C@H](C)NC[C@H]1C	3	11	7	-3	-12	-2	-24
CSc1nnnn1-c1ccc(C)c(Cl)c1	.	5	2	.	.	-9	11
O=C(c1cc(Br)ccc1Cl)N1CCN(c2ccc(N3CCOCC3)nn2)CC1	-4	6	-8	-6	1	1	15
C[C@@H]1CN([C@H](C)CO)C(=O)c2cc(Br)cnc2O[C@H]1CN(C)C(=O)c1ccccc1	0&0&3	3&1	-6&1&-2	0&0&0	-1&10&20	5&2	4&-4&19
Cc1ccc(C(=O)CN(Cc2ccccc2)C2=NCCS2)cc1	-10	-14	.	3	0	-2	.
CSc1nc2ccc(NC(=O)CSc3nnc(N)s3)cc2s1	9	.	.	3	-5	-26	.
Cc1ccc(NC(=O)Nc2ccc(S(N)(=O)=O)cc2)cc1	-4	.	.	2	6	-14	.
CC(=O)N(C)C[C@H]1Oc2cc(C#CC3CCCCC3)ccc2S(=O)(=O)N([C@H](C)CO)C[C@@H]1C	13	7	0	7	-7	7	.
Cc1nnc(NC(=O)CSc2nnc(CNC(=O)c3ccc(S(=O)(=O)N(C)C)cc3)o2)s1	-4	-3	.	5	-2	14	.
C=CCn1c(=O)c2ccccc2n2c(SC(C)C(N)=O)nnc12 (stereo not drawn)	-1	2	-8	0	-2	14	-3
O=C(Cc1ccccn1)N1CC2(C1)[C@H](c1ccccc1)[C@H](CO)N2C(=O)c1ccncc1	1	0	.	-1	-52	22	.
COCC(=O)Nc1ccc2c(c1)C(=O)N(C)[C@H]1CC[C@H](CC(=O)OC)O[C@H]1CO2	.	2	7	.	.	12	10
CCC(=O)N1[C@@H]2c3ccc(-c4ccccc4)c(=O)n3C[C@@H]2[C@@H](CO)[C@@H]1C(=O)N(C)C	.	.	1	.	.	-9	-1
Cc1ccc(NC(=O)NCc2cccnc2)cc1	7	.	13	-6	0	-21	3
C=CCNC(=S)N/N=C/c1ccc(OCc2ccccc2)cc1	-3	-20	-3	-1	1	-6	106*
CSc1nncn1/N=C/c1cc(Cl)ccc1F	.	6	-8	.	.	.	5
O=C(C[C@@H]1C[C@H]2c3cc(NC(=O)CC4CC4)ccc3O[C@H]2[C@@H](CO)O1)NCc1ccncc1	-2	.	-1	-3	0	7	-8
CC1(C)CC(NC(=O)COc2ccc3ccc(=O)oc3c2)CC(C)(C)N1	3	2	-5	4	1	-3	2
COc1cccc(-c2n[nH]c(=S)n2Cc2ccco2)c1OC	-7	.	-4	0	0	4	61
Cc1occc1C(=O)NNC(=O)c1ccc(Br)o1	-1	-9	8	3	-5	9	7
C[C@H]1CN([C@@H](C)CO)C(=O)c2cc(/C=C/c3ccccc3)cnc2O[C@@H]1CN(C)C(=O)Nc1ccc(C(F)(F)F)cc1	4	6	13	-2	5	15	-2
CCC(=O)N1C[C@@H](C)[C@@H](OC)CN(C)C(=O)c2cc(NC(=O)C3CCCCC3)ccc2OC[C@H]1C	-2	-7	3	0	-6	14	10
CN(C)C(=O)c1ccc(-c2ccccc2[C@H]2[C@@H](C#N)N(C(=O)C3CC3)[C@H]2CO)cc1	6	-1	.	1	-27	10	.
CC(Sc1nc(O)c(-c2ccccc2)c(=O)[nH]1)C(=O)Nc1ccc(Cl)cc1 (stereo not drawn)	0	7	.	4	-21	1	.
CC1Cc2cc(S(=O)(=O)N3CCC(C(=O)Nc4ccccn4)CC3)ccc2N1C(=O)C1CCC1 (stereo not drawn)	1	5	6	0	-5	-2	3
CCN(CC)C(=O)C(=O)c1cccn1-c1cccc(Cl)c1C#N	.	-9	-7	.	.	.	7
Cc1ccc(S(=O)(=O)N2CCCCC2)cc1C(=O)OCC(=O)NC(=O)NC12CC3CC(CC(C3)C1)C2	.	-10	14	.	.	1	-7
CCCNC(=O)COC(=O)/C=C/c1ccc(C)o1	1	4	.	2	-52	2	.
O=C(C[C@H]1CC[C@@H](NC(=O)c2ccc3c(c2)OCO3)[C@H](CO)O1)NC1Cc2ccccc2C1	3	19	-2	-1	-2	3	-13
CCCCOc1ccc(C(=O)NCC(=O)NCC(c2ccc(OC)cc2)N2CCOCC2)cc1 (stereo not drawn)	0	-6	-2	-107	3	.	-5
CN(C)c1nn2c(-c3ccccc3)nnc2o1	.	-8	-2	10	1	.	7
C[C@H]1CCCCO[C@H](CN(C)C(=O)Nc2ccc(C(F)(F)F)cc2)[C@@H](C)CN([C@@H](C)CO)C(=O)c2cc(NS(=O)(=O)c3cccs3)ccc2O1	4	2	2	0	-1	5	-15
CCCNC(=O)N1CC2(C1)CN(Cc1cccc(OC)c1)[C@H](CO)c1[nH]c3cc(OC)ccc3c12	2	.	.	3	13	2	.
CC(C)CNC(=O)NC1C(NC(=O)NCC(C)C)N(C)C(=O)N1C (stereo not drawn)	.	.	-9	.	.	4	0
C/C(=C\c1ccc2c(c1)OCO2)C(=O)c1c(C)cc(C)[nH]c1=O	2	-6	.	-3	-5	-7	.
Cc1ccccc1-c1ccc([C@H]2[C@@H](CO)N3CCCCN(C(=O)Nc4ccc(F)cc4)C[C@@H]23)cc1	4	.	.	-3	-3	-5	.
O=C(O)Cn1cc(C(=O)C(F)(F)F)c2ccccc21	-1	7	-2	1	0	-5	2
COc1cccc(CNC(=O)[C@H]2CCCN2C(=O)[C@H]2CCCN2C(=O)c2ccccc2)c1	.	6	.	-2	-3	-9	.
Cc1cc2c(cc1C)C(c1ccccc1F)CC(=O)N2 (stereo not drawn)	-1	1	2	-1	-5	-1	2
CSc1cccc(NC(=S)N2CCC(c3ccccc3)C2)c1 (stereo not drawn)	-4	4	44	-1	-6	-30	-5
Cc1cc(Oc2ccc(C#N)cc2)nc(NCc2ccccc2)n1	.	5	-11	.	.	.	-15
CN(C(=O)c1ccncc1)C1CCCN(Cc2ccccc2F)C1 (stereo not drawn)	7	-6	-15	-5	-4	-17	5
Cc1cc(C)c(C#N)c(Sc2ccccc2N)n1	-1	-2	5	1	-8	6	15
Cn1c(C(=O)NCc2cccs2)cc2c(=O)n(C)c3ccccc3c21	5	24	9	-1	1	-16	0
O=C(O)c1ccc(NS(=O)(=O)c2ccc(C(=O)Nc3ccccc3)cc2)cc1	-1	.	-8	-3	1	-3	-7
O=C(CCCC(=O)NN=Cc1cccc(O)c1)NN=Cc1cccc(O)c1	1	7	7	3	3	0	8

(next part)
Compound	SIRT5 block	FN deposit inh	esBAF inh	Casp6 inh	S100A4 inh HTS	LGR2 antag	Statin myotox sup
O=C(NNS(=O)(=O)c1ccccc1[N+](=O)[O-])c1cccc([N+](=O)[O-])c1	3	5	.	2	5	-2	.
CCCC(C(=O)NCc1ccco1)N(CC1CCCO1)C(=O)CNS(=O)(=O)c1ccc(F)cc1 (stereo not drawn)	-5	-6	5	0	0	-18	2
COc1ccc(Cl)cc1N(CC(=O)N1CCCC1)S(C)(=O)=O	-7	-10	2	-1	-4	4	-7
CC(=O)NC(Cc1ccc(F)cc1)C(=O)N1CCN(C(=O)NCc2ccccc2)CC1 (stereo not drawn)	-3	.	-3	1	4	3	-9
O=C(NCc1ccccc1Cl)c1ccc2sc([C@@H]3O[C@H](CO)[C@H](O)[C@H](O)[C@H]3O)nc2c1	.	3	-2	1	-4	-1	0
